ANO1 block: mouse TMEM16A channel inhibition, primary screen; 310,000 tested, 1.2% active; normalized B-score (activity score, 25-100; higher = stronger inhibition) at 10 µM; AID 588511; HEK293 TMEM16A/YFP iodide influx fluorescence, ionomycin;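 active = ratio plate-corrected score three or more library SD toward inhibition, starting fluorescence score within five deviations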;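 also: score derived from kinetic fluorescence span divided by baseline fluorescence per well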
Target sequence (Q8BHY3 whole entry, looked up): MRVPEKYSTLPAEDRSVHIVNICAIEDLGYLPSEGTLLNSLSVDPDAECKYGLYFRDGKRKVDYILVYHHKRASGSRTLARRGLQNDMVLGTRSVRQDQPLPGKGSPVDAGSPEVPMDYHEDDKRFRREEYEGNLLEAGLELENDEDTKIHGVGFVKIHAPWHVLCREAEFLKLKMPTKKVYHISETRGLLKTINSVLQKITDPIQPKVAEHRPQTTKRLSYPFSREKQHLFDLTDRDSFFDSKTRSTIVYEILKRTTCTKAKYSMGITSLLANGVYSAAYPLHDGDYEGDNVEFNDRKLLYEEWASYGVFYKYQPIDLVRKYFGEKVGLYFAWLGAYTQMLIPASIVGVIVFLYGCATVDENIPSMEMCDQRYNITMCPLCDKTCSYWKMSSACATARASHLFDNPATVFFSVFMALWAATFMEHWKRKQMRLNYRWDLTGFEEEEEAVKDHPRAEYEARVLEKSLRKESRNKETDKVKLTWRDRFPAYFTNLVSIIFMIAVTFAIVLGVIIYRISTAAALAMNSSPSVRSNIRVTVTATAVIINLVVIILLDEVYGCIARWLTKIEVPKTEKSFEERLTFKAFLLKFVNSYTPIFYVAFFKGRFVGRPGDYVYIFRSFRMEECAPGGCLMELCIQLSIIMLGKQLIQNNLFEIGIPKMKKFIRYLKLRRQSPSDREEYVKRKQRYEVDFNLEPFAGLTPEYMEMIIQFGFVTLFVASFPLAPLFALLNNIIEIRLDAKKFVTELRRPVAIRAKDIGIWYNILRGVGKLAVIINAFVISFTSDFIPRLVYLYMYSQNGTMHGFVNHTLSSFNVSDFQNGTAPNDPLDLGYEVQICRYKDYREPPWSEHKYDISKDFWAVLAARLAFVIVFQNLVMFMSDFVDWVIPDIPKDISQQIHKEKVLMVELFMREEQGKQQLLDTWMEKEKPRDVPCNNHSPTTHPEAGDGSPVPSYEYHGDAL
HDAC3 inhib: human HDAC3 inhibition | O15379 | recombinant HDAC3, fluorogenic peptide/trypsin coupled, fluorescence | inhibition, % at 8.3 µM | 320,000 tested, 0.15% active; in the data active = inhibition above about 26%, passing the limit was not always enough
KCNK3 inh: human KCNK3 channel inhibition, primary screen. O14649. CHO-KCNK3 thallium flux, FluxOR fluorescence; active compounds read low. B-score at 10 µM. 340,000 tested, 0.84% active. AID 602410;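 active = B-score under library mean minus 4 SD, starting fluorescence ratio at most library mean plus 5 SD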;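 also: more negative B-score means stronger inhibition of thallium flux through KCNK3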
* = called active by the depositor.

What do the screens show for `Cc1nn(CC(=O)NCCCN2CCCC2=O)c(C)c1[N+](=O)[O-]`?
HDAC3 inhib: 3.8

Results for C[C@H](NC(=O)c1nc[nH]c1C(=O)NC1CCNCC1)C(=O)OCc1ccccc1 ?
HDAC3 inhib: -5.8

What do the screens show for `O=C1NC(Cc2ccccc2)c2nc3ccccc3c(=O)n2-c2ccc(Cl)cc21` (stereo not given)?
HDAC3 inhib: 14.8

Results for Cc1ccc2nc3n(c(=O)c2c1)-c1cc(Cl)ccc1C(=O)NC3Cc1ccc(O)cc1 (stereo not given) ?
HDAC3 inhib: 7.5

What do the screens show for `O=C1NC(Cc2ccccc2)c2nc3cc(F)ccc3c(=O)n2-c2ccccc21` (stereo not given)?
HDAC3 inhib: -2.6

What do the screens show for `CC1CCCC(NC(=O)CSc2n[nH]c(=O)n2Cc2ccccc2)C1C` (stereo not given)?
HDAC3 inhib: 1.4

Results for CCOc1cc(N2CCOCC2)c(OCC)cc1NC(=O)c1cnccn1 ?
HDAC3 inhib: -4.4

Results for COC(=O)Cc1csc(NC(=O)CSc2nncn2C)n1 ?
HDAC3 inhib: 1.3

Results for CC(C)COC(=O)COc1cc(Cl)c(Cl)cc1Cl ?
HDAC3 inhib: 1.1

Results for COc1ccc2c(c1)[C@H]1[C@H](CO2)[C@H](c2ccccc2)[C@]2(C)C(=O)N[C@@H](C)C(=O)N12 ?
HDAC3 inhib: -5.3

What do the screens show for `CCOC(=O)Nc1ccc(N2CCOCC2)c(S(=O)(=O)Nc2ccc(Cl)cc2)c1`?
HDAC3 inhib: 11.0

What do the screens show for `CC(C)N(C(=S)Nc1ccc(S(=O)(=O)N2CCOCC2)cc1)c1ccccc1`?
HDAC3 inhib: -4.9

Results for O=C1NC(Cc2ccccc2)c2nc3cc(Cl)ccc3c(=O)n2-c2cc(Cl)ccc21 (stereo not given) ?
HDAC3 inhib: -4.3

Results for CC(C)n1cnc2c(NCc3ccccc3)cc(N[C@@H](CO)Cc3ccccc3)cc21 ?
HDAC3 inhib: 11.4

Results for CC(C(=O)N1CCCCC1)N(C)CC(=O)Nc1cccc(F)c1 (stereo not given) ?
HDAC3 inhib: 2.5

What do the screens show for `CN(C(=O)CN1C(=O)NC2(CCc3ccccc32)C1=O)C1CCCCC1` (stereo not given)?
HDAC3 inhib: -10.8

Results for O=C(NC(=S)NC12CC3CC(CC(C3)C1)C2)c1ccc(F)cc1 ?
HDAC3 inhib: -1.6

What do the screens show for `O=C1NC(Cc2ccccc2)c2nc3ccc(F)cc3c(=O)n2-c2cc(Cl)ccc21` (stereo not given)?
HDAC3 inhib: -1.3

Results for CS(=O)(=O)c1ccccc1-c1csc(N2CCC(C(N)=O)CC2)n1 ?
HDAC3 inhib: 1.3

What do the screens show for `O=C1NC(Cc2ccc(O)cc2)c2nc3ccc(Br)cc3c(=O)n2-c2ccc(Cl)cc21` (stereo not given)?
HDAC3 inhib: 8.5

2 compounds drawn at random from those above:
What do the screens show for `CN(C(=O)CN1C(=O)NC2(CCc3ccccc32)C1=O)C1CCCCC1` (stereo not given)?
HDAC3 inhib: -10.8

What do the screens show for `CCOC(=O)Nc1ccc(N2CCOCC2)c(S(=O)(=O)Nc2ccc(Cl)cc2)c1`?
HDAC3 inhib: 11.0

Next records follow:
What do the screens show for `O=C1NC(Cc2ccccc2)c2nc3ccc(F)cc3c(=O)n2-c2ccccc21` (stereo not given)?
HDAC3 inhib: -5.9

Results for Cc1ccc(Oc2ccc(OCC(=O)Nc3ccncc3)cc2)cc1 ?
HDAC3 inhib: -6.1

Results for CC(=O)Nc1ccc(OCC(=O)Nc2ccc(Cl)c(S(=O)(=O)N3CCOCC3)c2)cc1 ?
HDAC3 inhib: -7.6

How did CCOC(=O)C1CCN(C(=O)COc2ccc(C(=O)c3ccccc3)cc2)CC1 do in these assays?
HDAC3 inhib: 3.4

What do the screens show for `O=C(C1CCN(S(=O)(=O)c2cccc3cccnc23)CC1)N1CC=C(c2ccccc2)CC1`?
ANO1 block: inactive

Results for O=c1cc(-c2ccc([N+](=O)[O-])cc2)nc2cc(-c3ccc(Cl)cc3)[nH]n12 ?
ANO1 block: inactive; HDAC3 inhib: -6.7

Results for Cc1sc2nc(CN(CCc3ccccc3)C(=O)c3ccco3)[nH]c(=O)c2c1C ?
ANO1 block: inactive; HDAC3 inhib: -8.0

What do the screens show for `CCC1C/C(=C/c2ccco2)C(=O)/C(=C/c2ccco2)C1` (stereo not given)?
ANO1 block: inactive; HDAC3 inhib: 6.6

Results for CC[C@H](C)[C@@H]1NC(=O)c2cc([N+](=O)[O-])cc(I)c2SC[C@@H](C(N)=O)NC(=O)[C@H](CCCCN)NC1=O ?
ANO1 block: inactive; HDAC3 inhib: 4.4

What do the screens show for `Cc1cc(-c2ccc(N=Nc3c(S(=O)(=O)O)cc4cc(S(=O)(=O)O)cc(N)c4c3O)c(C)c2)ccc1N=Nc1c(S(=O)(=O)O)cc2cc(S(=O)(=O)O)cc(N)c2c1O`?
ANO1 block: inactive; HDAC3 inhib: 13.5

A draw from above in order of length of the SMILES, largest number first.
What do the screens show for `Cc1cc(-c2ccc(N=Nc3c(S(=O)(=O)O)cc4cc(S(=O)(=O)O)cc(N)c4c3O)c(C)c2)ccc1N=Nc1c(S(=O)(=O)O)cc2cc(S(=O)(=O)O)cc(N)c2c1O`?
ANO1 block: inactive; HDAC3 inhib: 13.5

Results for O=c1cc(-c2ccc([N+](=O)[O-])cc2)nc2cc(-c3ccc(Cl)cc3)[nH]n12 ?
ANO1 block: inactive; HDAC3 inhib: -6.7

What do the screens show for `O=C1NC(Cc2ccccc2)c2nc3cc(F)ccc3c(=O)n2-c2ccccc21` (stereo not given)?
HDAC3 inhib: -2.6

Results for CCOc1cc(N2CCOCC2)c(OCC)cc1NC(=O)c1cnccn1 ?
HDAC3 inhib: -4.4

New compounds follow:
How did C#CCOCCOCCOCCNc1nc(N2CCN(C(=O)[C@H](CCCCN)n3cc([C@@H](N)CO)nn3)CC2)nc(N2CCN(C(=O)[C@H](Cc3cc4ccccc4[nH]3)n3cc([C@@H](N)CO)nn3)CC2)n1 do in these assays?
ANO1 block: inactive; HDAC3 inhib: -2.9

What do the screens show for `COCCN1C(=O)N[C@@H](c2ccccc2)C(C(C)=O)=C1C`?
ANO1 block: inactive; HDAC3 inhib: 0.6

Results for CCOC(=O)c1c(NC(=S)Nc2ccccc2)sc2c1CCN(CCc1ccccc1)C2 ?
ANO1 block: inactive; HDAC3 inhib: 6.7

How did O=C(OCC1O[C@@H](OC(=O)c2cc(O)c(O)c(O)c2)[C@@H](OC(=O)c2cc(O)c(O)c(O)c2)[C@@H](OC(=O)c2cc(O)c(O)c(O)c2)[C@@H]1OC(=O)c1cc(O)c(O)c(O)c1)c1cc(O)c(O)c(O)c1 (stereo not given in full) do in these assays?
ANO1 block: inactive; HDAC3 inhib: -11.1

What do the screens show for `Cc1cccc(NC(=O)CSc2nc3ccc(NC(=O)CSc4nnnn4-c4ccccc4)cc3s2)c1C`?
ANO1 block: inactive; HDAC3 inhib: -2.2

What do the screens show for `CC1=CC(=O)c2c(O)ccc(O)c2C1=O`?
ANO1 block: 100*; HDAC3 inhib: 2.8

Results for COc1cccc(C2C3=C(Nc4[nH]n(-c5ccccc5)c(=O)c42)c2ccccc2C3=O)c1 (stereo not given) ?
ANO1 block: inactive; HDAC3 inhib: 0.3

Results for COC(=O)c1c(NC(=O)c2ccc(S(=O)(=O)N3CCOCC3)cc2)sc2c1CCN(C)C2 ?
ANO1 block: inactive; HDAC3 inhib: 2.9

Results for COC(=O)[C@@]1(Cc2ccc(F)cc2)[C@H]2c3cc(C(=O)N(C)C)n(Cc4nc5ccccc5[nH]4)c3C[C@H]2CN1C(=O)c1ccccc1 ?
ANO1 block: inactive; HDAC3 inhib: 3.0

How did C[C@@H](O)[C@@H]1NC(=O)c2cc([N+](=O)[O-])cc(I)c2NCC[C@@H](C(N)=O)NC(=O)CNC1=O do in these assays?
ANO1 block: inactive; HDAC3 inhib: 7.6

Results for CCOC(=O)N1CCc2c(sc(NC(=O)c3ccc(Cl)s3)c2C(N)=O)C1 ?
ANO1 block: 100*; HDAC3 inhib: -5.5

Results for COc1ccc(NC(=O)c2nc[nH]c2C(=O)NCCCCCNC(=O)OC(C)(C)C)cc1 ?
ANO1 block: inactive; HDAC3 inhib: -4.8

Results for O=C(NCCCO)Nc1ccc2nc(-c3ccco3)c(-c3ccco3)nc2c1 ?
ANO1 block: inactive; HDAC3 inhib: 14.2

How did CC1(C)C(C=C(Cl)Cl)C1C(=O)Nc1ccc([N+](=O)[O-])cc1 (stereo not given) do in these assays?
ANO1 block: inactive; HDAC3 inhib: 2.8

Results for Cc1[nH]c2ccccc2c1/C=N/Nc1ccc(F)cc1F ?
ANO1 block: inactive; HDAC3 inhib: 3.1

What do the screens show for `Cc1cc(CNC(=O)[C@H]2C[C@@H]2[C@H](NP(=O)(c2ccccc2)c2ccccc2)c2ccccc2)nn1C`?
ANO1 block: inactive; HDAC3 inhib: -2.6

What do the screens show for `CS(=O)(=O)C1=NSC2=NC(=O)/C(=C\c3ccc(-c4ccccc4)o3)C(=N)N21`?
ANO1 block: inactive; HDAC3 inhib: 7.4

Results for CCOC(=O)c1ccccc1NC(=O)Cn1cnc2c(cnn2-c2ccc(OC)cc2)c1=O ?
ANO1 block: inactive; HDAC3 inhib: -5.6

Results for CCN1C(=O)[C@H]2[C@H]3CN=C(SC)N3[C@@](C)(C(=O)OC)[C@H]2C1=O ?
KCNK3 inh: inactive

What do the screens show for `COc1ccc(-c2noc(CCC(=O)N3CCN(c4ccccc4Br)CC3)n2)cc1`?
KCNK3 inh: inactive

What do the screens show for `O=C(Cn1cc(COc2ccccc2[N+](=O)[O-])nn1)c1ccc(O)cc1`?
KCNK3 inh: inactive

What do the screens show for `CCN(CC)C(=O)[C@H]1CC(CC(=O)NCCC2=CCCCC2)C(=O)N2CCc3c([nH]c4ccc(OC)cc34)[C@]12C` (stereo not given in full)?
KCNK3 inh: inactive

What do the screens show for `CN(C)C(=O)CCc1ccc2c3c([nH]c2c1)[C@]1(CCc2ccccc2)[C@@H](C(=O)N2CCCCC2)C[C@H](CC(=O)NCCCn2ccnc2)C(=O)N1CC3`?
KCNK3 inh: inactive

Results for CCOC(=O)[C@H]1[C@H]2COc3ccc(C)cc3[C@@H]2N2C(=O)CN(C)C(=O)[C@@]12C ?
KCNK3 inh: inactive

How did CN1OC[C@@H]2CN(Cc3cc(Cl)cc(Cl)c3)[C@H](c3cccc(Oc4ccccc4)c3)C[C@@H]21 do in these assays?
KCNK3 inh: inactive

Results for Cc1ccccc1Oc1ccc2c(c1)[C@@H]1C[C@H](N(C)C(=O)Nc3cc(Cl)cc(Cl)c3)[C@H]([C@H](C)O)C(=O)N1CC2 ?
KCNK3 inh: inactive

How did O=C1NC[C@H](Cc2ccccc2)N(C[C@H]2CCCN2C[C@H](Cc2ccccc2)N2C[C@H](Cc3ccccc3)N(CCc3ccccc3)C(=O)C2=O)C1=O do in these assays?
KCNK3 inh: inactive

What do the screens show for `O=C(Cn1cnc2c(NCc3ccccc3)ncnc21)NCc1ccc2c(c1)OCO2`?
KCNK3 inh: inactive

What do the screens show for `CN(CCc1ccccc1)C(=O)c1ccc(NC(=O)Cc2ccc(NC(=O)C3CCN(C(=O)C4CCCCC4)CC3)cc2)cc1`?
KCNK3 inh: inactive

How did CC(C)(C)C1CCC(CN2CCC(CN3C(=O)C(=O)NC[C@@H]3Cc3ccccc3)CC2)CC1 (stereo not given in full) do in these assays?
KCNK3 inh: inactive

Results for CC(C)C[C@H]1CN([C@@H](Cc2ccc(O)cc2)CN2CCC[C@@H]2CN2C(=O)C(=O)NC[C@@H]2Cc2ccccc2)C(=O)C(=O)N1CC1CCCCCC1 ?
KCNK3 inh: inactive

How did CCN(CC)C(=O)[C@H]1C[C@H](CC(=O)NCC23CC4CC(CC(C4)C2)C3)C(=O)N2CCc3c([nH]c4cc(-c5ccco5)ccc34)[C@]12C do in these assays?
KCNK3 inh: inactive

Results for Cc1cn(CC(=O)NCC(C)c2ccccc2)c(=O)[nH]c1=O (stereo not given) ?
KCNK3 inh: inactive

What do the screens show for `C[C@]12c3[nH]c4ccc(Cl)cc4c3CCN1C(=O)[C@@H](CC(=O)NCCCn1ccnc1)C[C@@H]2C(=O)N1CCOCC1`?
KCNK3 inh: inactive

How did O=C(Cn1cnc2c(NCc3ccccc3)ncnc21)NCCCc1ccccc1 do in these assays?
KCNK3 inh: inactive

How did C[C@H](O)[C@@H]1C(=O)N2CCc3ccc(N4CCOCC4)cc3[C@@H]2C[C@@H]1N(C)S(=O)(=O)c1ccccc1 do in these assays?
KCNK3 inh: inactive

Results for CCOC(=O)C1=CN(Cc2cccc(F)c2)S(=O)(=O)N(CC)C1c1ccc(F)c(Cl)c1 (stereo not given) ?
KCNK3 inh: inactive

How did CC(C)C[C@@H](CNCC(=O)[C@H](Cc1c[nH]c2ccccc12)NC(=O)c1[nH]cnc1C(=O)N[C@@H](C)CN)NC(=O)c1nc[nH]c1C(=O)N[C@@H](CC(=O)O)C(=O)O do in these assays?
KCNK3 inh: inactive

Results for CC[C@@H]1C=C(C(=O)O)[C@H](c2cccc(C)c2)N1S(=O)(=O)c1ccc(C)cc1 ?
KCNK3 inh: inactive

What do the screens show for `Cc1cn([C@H]2C[C@H](O)[C@@H](CCC(=O)NCCc3c[nH]c4ccccc34)O2)c(=O)[nH]c1=O`?
KCNK3 inh: inactive

What do the screens show for `CCCCCCCCNCCS(=O)(=O)NCc1ccccc1OC`?
KCNK3 inh: inactive

How did CN(C(=O)c1cccc(NC(=O)Cc2cccc(NC(=O)C3CCCN(C(=O)C4CCCC4)C3)c2)c1)C1CCC1 (stereo not given) do in these assays?
KCNK3 inh: inactive

How did C[C@]12c3[nH]c4ccc(Cl)cc4c3CCN1C(=O)[C@@H](CC(=O)NCCC1=CCCCC1)C[C@@H]2C(=O)N1CCCCC1 do in these assays?
KCNK3 inh: inactive

Only part of the results is shown (hit frequency here may not be typical).
